# Assay outcomes from PubChem.
# miR-122 sensor = blocks miR-122 activity in Huh7 sensor cells; Huh7 miR-122 Renilla luciferase sensor, 48 h; neutral wells = 0, positive control = 100; 0.3% of 340,000 active; activation (reporter increase), % at 12.5 µM;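 active = mean replicate activation score at least 90 and every replicate individually at or above 90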;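 note: higher luciferase means less miR-122 activity so hits act as miR-122 inhibitors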
# * marks the source's active call; other numbers are inactive results.
SMILES,miR-122 sensor
Cc1cccc(-c2nnc(SCC(=O)Nc3nc4c(s3)CCCC4)n2C)c1,-10
CCOc1ccc(C(=O)NCCCN2CCCC2=O)cc1,-6
CCOC(=O)N1CCN(C(=O)CN(Cc2ccccc2)S(C)(=O)=O)CC1,2
O=[N+]([O-])c1ccc(/C=N/n2c(CO)nc3ccccc32)s1,-5
COc1cccc(-c2nnc(NC(=O)c3ccc(S(=O)(=O)N(CC(C)C)CC(C)C)cc3)o2)c1,7
COc1ccccc1OCCCCOc1ccccc1F,4
O=C(NNC(=O)c1ccc2c(c1)OCO2)NC12CC3CC(CC(C3)C1)C2,3
COc1ccc(-c2nc(-c3cccs3)c(-c3cccs3)[nH]2)cc1OC,-3
COc1ccccc1OCc1nc2ccccc2[nH]1,-2
Cc1cc(Cl)ccc1OCCCC(=O)Nc1cccnc1,0
C#CCOCCOCCOCCNc1nc(N2CCN(C(=O)CCCCCCCCCCNC(=O)Cn3cc(CCCCCN)nn3)CC2)nc(N2CCN(C(=O)CCCCCCCCCCNC(=O)[C@H](CO)n3cc(CCCSC)nn3)CC2)n1,-3
CCOC(=O)c1ccc(NC(=O)c2c(C)[nH]c(C(=O)OCC)c2C)cc1,-4
COc1ccc(C(=O)N2CCN(S(=O)(=O)c3ccccc3)CC2)c(OC)c1,-4
COc1cccc(-n2nnnc2SCC(=O)Nc2ccc(C(C)=O)cc2)c1,-6
CCOC(=O)N1CCN(S(=O)(=O)c2ccc3c(c2)OCC(=O)N3)CC1,-4
Brc1ccc(Oc2ncc(CN3CCOCC3)s2)cc1,-9
Cc1ccc(-n2c(=O)c3c(C)c(C)sc3n(Cc3cc(=O)n4ccccc4n3)c2=O)cc1C,-4
N#C/C(C(=O)N1CCOCC1)=C1\Nc2ccccc2S1,-4
Clc1ccc(NC2=NCCCCC2)cc1,1
CCC(=O)Nc1ccc(C(=O)OCc2ccccc2Cl)cc1,-12
O=[N+]([O-])c1cc2c(cc1/C=N\NS(=O)(=O)c1ccccc1)OCO2,-7
O=C(Nc1cccc(NC(=O)c2ccccc2[N+](=O)[O-])n1)c1ccccc1[N+](=O)[O-],3
Cc1ccnc(NC(=O)Nc2cccc(F)c2)c1,-1
Cc1onc(-c2c(F)cccc2Cl)c1C(=O)N1C=CC(C(F)(F)Cl)=NCC1,-9
CSc1nc(-c2ccco2)cc(C(F)(F)F)c1C#N,-4
Cc1ccc(NC(=O)COc2ccc(S(=O)(=O)N3CCOCC3)cc2)cc1,4
COCCn1c(SCC(=O)Nc2nnc(C)s2)nnc1-c1ccncc1,-2
O=C(Nc1ccc(N2CCOCC2)cc1)C1CCCN(S(=O)(=O)c2cccc(C(F)(F)F)c2)C1 (configuration not stated),-17
O=C(Nc1cccc(-c2cnc3ccccc3n2)c1)c1ccco1,-1
COc1ccc(C)cc1NC(=O)COC(=O)C1CC1,-5
CCOC(=O)c1c2n(c3ccc(O)cc13)CCCCC2,7
O/N=C1\CCCc2oc3c(c21)CCCC3,0
COc1ccc(CC(NC(C)=O)C(=O)N2CCN(C(=O)Nc3cccc(Cl)c3)CC2)cc1OC (configuration not stated),-6
Cc1ccc(/C=N/n2nnnc2N)o1,-16
O=c1c2ccccc2[nH]c(=S)n1C1CCCCC1,-2
COC(=O)c1ccc(CSc2ncnc3c2nnn3-c2ccc(OC)cc2)o1,-3
CC(=O)c1ccc(NC(=O)c2cn(-c3ccccc3)nc2-c2ccncc2)cc1,1
CCOC(=O)CCC(=O)N1CCOCCN(C(=O)CCC(=O)OCC)CCOCC1,-5
O=C1C2C3C=CC(C4CC34)C2C(=O)N1CCc1ccccc1 (configuration not stated),2
Cn1c(=O)cc(OCC(=O)Nc2ccccn2)c2ccccc21,-18
Cc1ccc(C(=O)/C=C/c2cn(CN3CCN(C)CC3)c3ccccc23)cc1,-5
CCOc1ccccc1C1C(C#N)=C(N)Oc2cc(C)n(Cc3ccccn3)c(=O)c21 (configuration not stated),19
COc1ccc(C(=O)Nc2cccc(-c3nc4ncccc4o3)c2C)cc1OC,0
Fc1cccc(-n2c(-c3ccco3)nc3nc4ccccc4nc32)c1,1
COc1ccc(CCN2C(=O)c3ccncc3C2=O)cc1OC,1
Cc1ccccc1OCC(=O)Nn1c(COc2ccccc2)nc2ccccc2c1=O,-10
CC(=O)NCCOc1ccc2oc3ccccc3c2c1,6
CSc1nc2[nH]c3c(c2c2nncn12)CC(C)(C)OC3,0
Cc1ccc(CNC(=O)CCCn2c(=O)[nH]c3ccccc3c2=O)cc1,58
Cc1cc(C)nc(Sc2c(F)c(F)c(C(F)(F)F)c(F)c2F)n1,6
NC(=S)n1[nH]c(-c2ccc([N+](=O)[O-])cc2)c(N=Nc2ccc(O)cc2)c1=O,-4
CCn1c(O)c(N=NC2=NC(=O)CS2)c2ccccc21,-3
COc1ccc(-c2nnc(SCC(=O)/C(C#N)=C(\C)N)o2)cc1,-7
CC1c2nc3ccccc3n2C(CC(=O)NCc2ccccn2)C(=O)N1Cc1ccccc1 (configuration not stated),2
O=C(CNC(=O)c1ccc2c(c1)OCCO2)N/N=C/c1ccc(O)cc1O,-16
O=C(NCc1cn2ccsc2n1)c1cccc(C(F)(F)F)c1,-6
CCCOC(=O)c1ccc(NC(=O)c2cc(OC)c(OC)c(OC)c2Br)cc1,3
O=C(COC(=O)[C@@H]1CC(O)CN1S(=O)(=O)c1ccccc1[N+](=O)[O-])Nc1ccc2ccccc2c1 (some centres not stated),7
COc1ccc(S(=O)(=O)N(Cc2cc3ccc(OC)cc3[nH]c2=O)CC2COCCO2)cc1 (configuration not stated),-3
O=S(=O)(c1cc(Cl)ccc1Cl)N1CCCCC1,-4
# Carrying on:
SMILES,miR-122 sensor
COC(=O)c1ccc(CSc2nc3scc(-c4cccs4)c3c(=O)[nH]2)o1,17
COc1ccc(C2C(=O)c3ccccc3C2=O)c(OC)c1,-11
Cc1cc(C)nc(N2CCC(C(=O)Nc3nnc(C)s3)CC2)n1,-2
Clc1ccc(-c2nnc(NC3=NCCCCC3)o2)cc1,-7
COc1ccc([N+](=O)[O-])cc1NC(=O)COC(=O)c1ccccc1C(=O)c1ccccc1,1
CCOC(=O)c1cnc(-n2nc(C)cc2C)nc1Nc1cccc(C(C)=O)c1,0
CCn1c(-c2csc(-c3ccccc3)n2)n[nH]c1=S,6
COC(=O)c1ccc(CN2C(=O)NC3(CCCCC3C)C2=O)o1 (configuration not stated),3
CCS(=O)(=O)n1nc(-c2ccco2)nc1SC,0
CCOC(=O)c1c(-c2ccccc2)oc2ccc(O)c(CN3CCOCC3)c12,-10
COc1nnc(-c2ccc(N3CCOCC3)c(NC(C)=O)c2)c2ccccc12,-10
O=C(Cn1cnc2ccccc21)NCCCN1CCOCC1,1
C=CCn1c(SCC(=O)Nc2ccc(C)cc2C)nnc1-c1cccnc1,27
Cc1cc2c(c(=O)n1Cc1ccc3c(c1)OCO3)C(c1cccnc1)C(C#N)=C(N)O2 (configuration not stated),-2
COCCNc1nc(C)cc(-c2cc(C(=O)Nc3ccccc3)on2)n1,7
COc1ccccc1N1CCN(Cc2ccc(Br)o2)CC1,-11
Clc1ccc(-c2cc3ccccc3[nH]2)cc1,9
CCn1c(SCC(=O)c2ccc(Cl)cc2)nnc1-c1ccoc1C,1
CCOC(=O)c1c(NC(=O)c2cc(-c3ccc(Cl)s3)nc3ccccc23)sc(C(N)=O)c1C,-4
N#Cc1ccc(OCCN2C(=O)NC3(CCSC3)C2=O)cc1 (configuration not stated),4
CCOc1ccccc1NC(=O)C(=O)/C=C(\O)c1cc(OC)ccc1OC,6
O=C(Nc1cccc(F)c1)Nc1ccccn1,0
O=C(O)CCSc1nc(C(F)(F)F)cc(=O)n1-c1ccccc1,0
CCCC(C)NC(=O)c1nc(-c2ccccc2)n(-c2ccccc2)n1 (configuration not stated),0
Cc1ccnc(NC(=O)CCC(=O)N(CC(=O)NCc2ccc(F)cc2)Cc2ccccc2)c1,3
Cc1cc2ccccc2c(=O)n1CC(=O)N(C)c1ccc(F)cc1,-7
CC(C)Oc1ccc(/C=N/NC(=O)C2CCCN2S(=O)(=O)c2ccc(Cl)cc2)cc1 (configuration not stated),-1
COc1ccc(C(=O)n2nnc3ccccc32)cc1Br,-7
N=C(N)SCc1cccc2ccccc12,1
CN(c1ccc(C(=O)NCc2ccccc2)cc1)S(C)(=O)=O,-1
COC(=O)c1ccc2c(c1)C(C)(C)C(/C=C/c1ccc(OC)c(OC)c1OC)=[N+]2C,-40
COCCOC(=O)C1=C(C)NC(=O)NC1c1c(Cl)nc2ccccn2c1=O (configuration not stated),-3
COc1ccc(C(C)=O)cc1CSc1nnc(-c2ccc(Cl)cc2)n1-c1ccccc1,13
COc1ccc2c(c1OC)C(=O)OC2Nc1nc(-c2ccc(-c3ccccc3)cc2)cs1 (configuration not stated),14
CC(=O)NC1C(=O)N(C)c2ccc(Br)cc21 (configuration not stated),-5
Cc1ccccc1-n1nc(C)c2cc(C(=O)NC3CC3)sc21,-4
CCC(=O)NC(NCC1CCCO1)C(Cl)(Cl)Cl (configuration not stated),-4
COc1cccc(CNC(=O)C2CCN(S(=O)(=O)N3CCCCC3)CC2)c1,-2
C=CCOc1ccc(/C=N/O)cc1Cl,-4
COc1ccc2c(CC#N)c[nH]c2c1,-3
O=C(NCCc1ccccc1)C1CC(c2ccccc2O)=NO1 (configuration not stated),4
COc1ccc(C(=O)Nc2cc(C)on2)cc1,-1
CC(=O)Nc1cccc(Oc2ncnc3scc(-c4ccc(C(C)C)cc4)c23)c1,15
CC(C)c1nnc(NC(=O)CCC(=O)NCC2CCCO2)s1 (configuration not stated),-4
COc1nc(C)nc2c1ccc1ccccc12,-2
CCCCNC(=O)CCn1nc(-c2ccccc2)ccc1=O,3
COc1ccc(-c2nc(CSCC(=O)NCc3ccco3)c(C)o2)cc1,-11
CC1CCN(CCCNC(=O)C2CCC(=O)N2C2CCCC2)CC1 (configuration not stated),-5
O=C(CCS(=O)(=O)Cc1ccc(Cl)cc1)NCCCN1CCN(c2ccccc2F)CC1,-9
Cc1cc(C(C)c2ccccc2)c(O)c(CN2CCOCC2)c1C (configuration not stated),2
COc1cccc(CNc2ccc(Br)cn2)c1O,7
CCOC(=O)c1nc2nc(C)cc(=O)n2[nH]1,-2
O=C(CSc1ccc2ccccc2c1)Nn1cnnc1,-3
Cc1ccc(S(=O)(=O)N(CC(=O)O)Cc2ccccc2F)cc1,9
O=C(NCC(c1ccco1)N1CCN(c2ccccc2)CC1)c1ccco1 (configuration not stated),-7
CC(=O)c1ccc(NC(=O)CN2CCN(c3ncccn3)CC2)cc1,-7
COC(=O)C1=C(C)NC(C)=C(C(=O)OC)C1c1cn(-c2ccccc2)nc1-c1ccco1,-1
CCCN(CCC)c1nc(NC2CCN(C(=O)OCC)CC2)nc(OC)n1,2
COc1ccc(CN2C(=O)c3ccccc3C(/C=N\OCc3ccc(C)cc3)C2=O)cc1 (configuration not stated),-1
CCCS(=O)(=O)Nc1c(C(=O)O)[nH]c2ccccc12,9
# (continued)
SMILES,miR-122 sensor
CCSc1nnc(-c2ccc(Cl)cc2)c2ccccc12,-4
Cc1oc(C)c(C(=O)Nc2ccc(CC(=O)O)cc2)c1C(=O)Nc1ccc(CC(=O)O)cc1,-3
Cc1cccc(Cc2cnc(NC(=O)CN3C(=O)/C(=C/c4ccccc4)SC3=S)s2)c1,-7
COc1ccc(-c2csc(NC(=O)c3nc(-c4ccccc4)oc3C)n2)cc1,7
O=C(CSc1nnc(Cn2nnc3ccccc32)o1)N(Cc1ccc(Cl)cc1)c1ccccc1,-1
O=C(COc1cccc(NC(=O)c2ccco2)c1)c1ccc(F)cc1,-3
CCCCc1c(O)nc(SCC(=O)Nc2ccc3c(c2)CCC3)[nH]c1=O,-1
COc1cc(OC)cc(C(=O)N/N=C/c2ccc(OC)c(COc3ccc(F)cc3)c2)c1,16
Cc1nn(CCC(=O)NNC(=S)Nc2ccc(F)cc2)c(C)c1[N+](=O)[O-],5
O=C(CN1C(=O)c2ccccc2S1(=O)=O)Nc1ccc(S(=O)(=O)N2CCCCCC2)cc1,0
CCOC(=O)n1c(=O)n(Cc2ccc(Cl)c(Cl)c2)c2ccccc21,2
O=C(COc1ccccc1-c1ccccc1)c1ccccc1,0
Cc1cccc(N(CC(=O)Nc2ccc(F)cc2)S(C)(=O)=O)c1,-2
CC(=O)Nc1ccccc1NC(=O)C/C(C)=N/NC(=O)c1ccc([N+](=O)[O-])c(Cl)c1,-10
O=c1cc(NCc2ccccc2)c2ccccc2o1,-2
c1ccc(-c2csc(Cc3nnc4n3CCCCC4)n2)cc1,-4
O=C(NC1CCCCC1)C(c1ccc(F)cc1)N(Cc1cccs1)C(=O)CN1C(=O)c2ccccc2S1(=O)=O (configuration not stated),-2
COc1ccc(OC)c2c1CCC2=O,-4

# Among those listed so far, 15 contain an NH in an aromatic ring.
SMILES,miR-122 sensor
COc1ccc(-c2nc(-c3cccs3)c(-c3cccs3)[nH]2)cc1OC,-3
COc1ccccc1OCc1nc2ccccc2[nH]1,-2
CCOC(=O)c1ccc(NC(=O)c2c(C)[nH]c(C(=O)OCC)c2C)cc1,-4
O=c1c2ccccc2[nH]c(=S)n1C1CCCCC1,-2
CSc1nc2[nH]c3c(c2c2nncn12)CC(C)(C)OC3,0
Cc1ccc(CNC(=O)CCCn2c(=O)[nH]c3ccccc3c2=O)cc1,58
NC(=S)n1[nH]c(-c2ccc([N+](=O)[O-])cc2)c(N=Nc2ccc(O)cc2)c1=O,-4
COc1ccc(S(=O)(=O)N(Cc2cc3ccc(OC)cc3[nH]c2=O)CC2COCCO2)cc1 (configuration not stated),-3
COC(=O)c1ccc(CSc2nc3scc(-c4cccs4)c3c(=O)[nH]2)o1,17
CCn1c(-c2csc(-c3ccccc3)n2)n[nH]c1=S,6
Clc1ccc(-c2cc3ccccc3[nH]2)cc1,9
COc1ccc2c(CC#N)c[nH]c2c1,-3
CCOC(=O)c1nc2nc(C)cc(=O)n2[nH]1,-2
CCCS(=O)(=O)Nc1c(C(=O)O)[nH]c2ccccc12,9
CCCCc1c(O)nc(SCC(=O)Nc2ccc3c(c2)CCC3)[nH]c1=O,-1

# Some of the compounds tested; the hit share may differ from the screen's.
